Screening data: PubChem BioAssay, Johns Hopkins Ion Channel Center
KCNQ2 block: KCNQ2 potassium channel inhibitors, primary screen, cell-based, CHO-K1, FluxOR thallium flux, B-score (AID 2156); 310,000 compounds, 1.1% hits; 20 min; active compounds read low; B-score at 10 µM;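 active = fluorescence ratio B-score at most minus 3 library SDs, with starting brightness B-score within 2 library SDs, cut at about -5.5 in these data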
Target sequence (O88943 whole entry, looked up): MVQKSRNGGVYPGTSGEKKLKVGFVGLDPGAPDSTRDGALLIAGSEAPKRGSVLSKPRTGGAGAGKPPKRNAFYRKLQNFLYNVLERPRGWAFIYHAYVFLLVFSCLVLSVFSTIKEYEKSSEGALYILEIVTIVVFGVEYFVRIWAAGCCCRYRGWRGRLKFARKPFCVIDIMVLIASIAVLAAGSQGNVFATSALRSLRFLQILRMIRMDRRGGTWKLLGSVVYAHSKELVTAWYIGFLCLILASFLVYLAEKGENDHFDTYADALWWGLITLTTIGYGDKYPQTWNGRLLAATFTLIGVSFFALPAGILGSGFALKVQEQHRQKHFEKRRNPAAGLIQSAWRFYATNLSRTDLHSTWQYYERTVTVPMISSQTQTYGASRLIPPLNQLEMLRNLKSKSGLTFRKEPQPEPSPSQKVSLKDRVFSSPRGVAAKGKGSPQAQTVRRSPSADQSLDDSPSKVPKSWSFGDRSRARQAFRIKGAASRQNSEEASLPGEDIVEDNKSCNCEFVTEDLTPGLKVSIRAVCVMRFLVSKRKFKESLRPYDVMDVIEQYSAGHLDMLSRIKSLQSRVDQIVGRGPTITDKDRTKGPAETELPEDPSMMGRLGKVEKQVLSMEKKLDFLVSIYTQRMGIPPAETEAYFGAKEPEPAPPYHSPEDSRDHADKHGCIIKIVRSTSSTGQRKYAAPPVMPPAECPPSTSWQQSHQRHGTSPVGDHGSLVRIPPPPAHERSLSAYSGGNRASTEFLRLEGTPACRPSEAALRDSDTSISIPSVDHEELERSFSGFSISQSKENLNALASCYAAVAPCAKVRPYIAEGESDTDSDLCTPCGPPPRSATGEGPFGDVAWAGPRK
Kir21 inh: inhibitors of mouse Kir2.1 inward-rectifier potassium channel | P35561 | HEK293-Kir2.1, FluxOR thallium flux fluorescence; active compounds read low | B-score at 10 µM | 310,000 compounds, 0.85% hits | AID 1672;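 active = fluorescence ratio B-score at or below minus 3 SD of library scores, with starting-brightness B-score within 2 SD, cut at about -4.2 in these data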;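 note: channel flux triggered by added potassium and thallium sulfate stimulus; B-score of peak minus minimum fluorescence over baseline after thallium stimulus; more negative B-score means stronger Kir2.1 block with less thallium influx; some compounds called inactive have numbers as strong as hits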
Numbers without * were called inactive; i = inactive.

SMILES	KCNQ2 block	Kir21 inh
Cc1noc(C)c1Cc1c(Cl)cccc1Cl	i	-1.09
Cc1cccc(-c2noc(CCC(=O)NCC3CCCO3)n2)c1 (stereo not given)	i	0
Cc1ncoc1C(=O)NCCC(c1ccccc1)c1ccccc1	i	0.71
COc1ccccc1/C=C/C=N/NC(=O)c1ccncc1	i	-0.24
CCOC(=O)c1nnc(-c2ccc(C)cc2)nc1Sc1ccc(Cl)cc1	i	-1.21
CSC1=NC(C)(C)C=C(/C=C/c2ccc(Cl)cc2Cl)N1	i	-1.43
CCC(CO)NCc1ccc(OCC(O)c2ccccc2)c(OC)c1 (stereo not given)	i	-0.28
COc1ccccc1-n1ccnc1SCC(=O)NCC1CCCO1 (stereo not given)	i	-1.95
COc1ccc(N2CCN(C(=O)c3ccc(Br)cc3)CC2)c([N+](=O)[O-])c1	i	0.61
CC1(OC(=O)C2CCCC2)C(=O)C=C2C=C(C3CC3)OC=C2C1=O (stereo not given)	i	-0.19
O=C(O)c1ccc(NC(=O)c2cn(-c3ccccc3)nc2-c2ccccc2)cc1	i	1.01
CC1CCN(C(=O)Oc2ccccc2)CC1	i	1.61
CNS(=O)(=O)c1ccc(NC(=O)C2c3ccccc3Oc3ccccc32)cc1	i	0.32
CS(=O)(=O)N1CCN(C(=O)c2ccncc2)CC1	i	-0.51
CNS(=O)(=O)c1ccc(NC(=O)c2csc(C)c2)cc1	i	0.95
CCC[C@@H](CN[C@@H](CNC)C(C)C)NCCCCc1ccccc1	i	-2.19
Cc1ccc(C(=O)OCC(=O)NC(=O)c2cccn2C)cc1	i	-0.44
COC(=O)C1=C(C)N(C)C(=O)/C1=C\c1cccs1	i	1.8
COc1ccc(Nc2nnc(SCc3cc([N+](=O)[O-])cc4c3OCOC4)s2)cc1	i	0.04
CCCCCCCCCSc1n[nH]c(N)n1	i	0.13
CCC(C)c1ccc(Nc2ncccc2C#N)cc1 (stereo not given)	i	0.77
CCCNc1nc(C)cc(-c2cc(C(=O)NC3CCCC3)on2)n1	i	1.75
CCOC(=O)c1c(C)[nH]c(C(=O)CN2C(=O)NC(C)(c3ccc(C)cc3)C2=O)c1C (stereo not given)	i	0
Cc1ccc(Nc2c3c(nc4ccccc24)CCC3)cc1	i	-15.2*
Cc1ccc(NS(=O)(=O)c2cc(C(=O)NCc3cccnc3)ccc2C)cc1	i	-0.48
COc1ccc(CCc2nnc(CCC(=O)NCC3CCCO3)o2)cc1 (stereo not given)	i	-0.95
Cc1nc([N+](=O)[O-])cn1CC(=O)c1ccccc1	i	-1.4
COc1ccc(C(=O)N/N=C(\N)c2cc3ccccc3oc2=O)cc1	i	-2.08
Cc1ccc(S(=O)(=O)Nc2cc3c4c(c2)CCN4C(=O)CC3)cc1	i	-0.99
O=C(N=Nc1c(O)[nH]c2ccccc12)c1ccc(CN2CCOCC2)cc1	i	1.53
CC(C)(C)c1ccc(C(=O)Nc2cccc3c(=O)[nH][nH]c(=O)c23)cc1	i	-0.43
CC12C(=O)N(NC(=O)c3ccncc3)C(=O)C1C1C=CC2C1 (stereo not given)	i	0.3
CCCOc1ccc(C2C3=C(CCCC3=O)N(CC(=O)O)C3=C2C(=O)CCC3)cc1OCC	i	-0.63
Cc1cc(C)c(-c2c(O)c3c(n(C)c2=O)CC(C)(C)CC3=O)c(C)c1	i	1.77
OC(COc1ccc(OCc2ccccc2)cc1)CN1CCOCC1 (stereo not given)	i	-0.1
Cc1ccc2nc(N3CCC(C(=O)NC4CCCCC4)CC3)sc2c1	i	0.56
O=C(NCCc1cccc(F)c1)/C(=C/c1cccnc1)NC(=O)c1ccccc1	i	1.09
COc1ccccc1OCC(=O)NCCCn1ccnc1	i	-2.2
O=C(Nc1ccc2nc(-c3cccnc3)[nH]c2c1)c1ccco1	i	1.86
CC1=C([N+](=O)[O-])C(c2ccc(Cl)cc2)NC(=O)N1 (stereo not given)	i	0.59
CC(c1ccccc1)N1C(=O)NC(NC(=O)C(C)(C)C)(C(F)(F)F)C1=O (stereo not given)	i	-1.4
C=CCNc1nnc(SCC(=O)N2CCCCC2)c2ccccc12	i	1.22
COc1ccc(-c2ccc3c(N)c(C(=O)NC(C)C)sc3n2)cc1OC	i	-0.63
Cn1cc(CCNC(=O)CCc2nnc(CCCCc3ccccc3)o2)cn1	i	-0.47
Nc1[nH]nc2nc(-c3ccccc3)[nH]c(=O)c12	i	0.65
Cc1ccc(CSc2nnc(NC(=O)C3COc4ccccc4O3)s2)cc1 (stereo not given)	i	0.05
CCOC(=O)c1c(C)n(-c2ccc(C)cc2)c2ccc(OCC(O)CNCCCO)cc12 (stereo not given)	-10.9*	-2.71
Cc1ccc(OCCCC(=O)Nc2ccc(Br)cc2)cc1	i	0.7
CCOc1ccc(Nc2cc(C)c3ccccc3n2)cc1	i	-0.11
C=CCNCC(O)COc1ccc(C(C)=O)cc1OC (stereo not given)	i	0.32
Nc1nc(N2CCN(C(=O)c3ccco3)CC2)nc2ccc(Br)cc12	i	-0.1
NC(=O)COc1cccc(/C=N/NC(=O)c2ccc(-n3cccc3)cc2)c1	i	0.65
COc1ccc(CCNc2ccc(C(CC(N)=O)NC(=O)c3ccccc3)cc2[N+](=O)[O-])cc1 (stereo not given)	i	-1.1
CCCC12CN3CC(C)(CN(C1)C3c1ccc3c(c1)OCO3)C2=O (stereo not given)	i	1.12
Cc1ccc(C(=O)NNc2ncnc3c2cnn3C)cc1	i	0
Cc1ccc(S(=O)(=O)N2CCCC(C(=O)O)C2)s1 (stereo not given)	i	1.34
COc1ccccc1C1(O)CC2CCC(C1)N2S(=O)(=O)c1ccc(C(C)=O)cc1 (stereo not given)	i	-1.67
COc1ccc(N2CC(NS(=O)(=O)c3cccnc3)CC2=O)cc1OC (stereo not given)	i	-0.03
Cn1c(CNC(=O)C(Cc2ccccc2)NC(=O)c2ccccc2F)cc(=O)n(C)c1=O (stereo not given)	i	0.69
NS(=O)(=O)c1ccc(CCNC(=O)CCc2ccccc2)cc1	i	-0.84

Further records:
SMILES	KCNQ2 block	Kir21 inh
Oc1ccccc1-c1cc(-c2ccc(F)cc2)n[nH]1	i	0.32
C/C(=C\c1ccccc1)C(=O)Nc1ccc(Cl)cn1	i	0.02
CCC1CCCCN1CCN1C(=O)C2C(C(=O)Nc3cccc(OC)c3)C3C=CC2(O3)C1C(=O)NC1CCCCC1 (stereo not given)	i	0.78
CC(=O)Nn1c(COc2ccccc2C)nc2ccccc2c1=O	i	-0.42
Cc1ccccc1-c1nc(CN2CCC(C(=O)NCCCN3CC(C)CC(C)C3)CC2)c(C)o1 (stereo not given)	i	-1.55
CC1Cc2ccccc2N1C(=O)CCn1c(=O)sc2ccccc21 (stereo not given)	-6.04*	-3.67
CC(=O)Oc1ccccc1C1=NN(C(=O)/C=C/c2ccccc2)C(c2ccccc2)C1 (stereo not given)	i	0.45
CC1C(=O)N2CCCc3cc(NC(=O)C(=O)NCc4cccnc4)cc1c32 (stereo not given)	i	-1.05
COc1ccc(C(=O)COC(=O)COc2cccc3c2OC(C)(C)C3)c(OC)c1	i	1.39
CCS(=O)(=O)N1CCN(S(=O)(=O)c2ccc3ccccc3c2)CC1	i	-0.01
O=C(NC(Nc1nc2ccc([N+](=O)[O-])cc2s1)(C(F)(F)F)C(F)(F)F)c1ccccc1Cl	-10*	-5*
CN1CCN(Cc2cccc(Oc3ccccc3)c2)CC1	i	-0.38
CC(C)OCCCNC(=S)N1CCC(C(=O)c2ccc3c(c2)OCCO3)CC1	i	-0.94
COC(=O)CN1C(=O)C(C)=C(c2ccc(C)cc2)S1(=O)=O	i	1.32
O=C1/C(=C/c2cccs2)COc2ccccc21	i	1.45
S=c1nc(COc2ccccc2)[nH]c2ccccc12	i	0.24
CCN(Cc1ccncc1)Cc1ccc(OC)cc1OC	i	1.04
N#C/C(=C/c1ccc(OCc2ccc(C(=O)O)cc2)c(Br)c1)c1cccc(F)c1	i	2.13
CCOc1ccc(S(=O)(=O)Nc2cc(Cl)ccc2O)cc1	i	-2.57
O=C(NCC1CCCO1)c1cccc(NC(=O)c2ccc(Br)cc2)c1 (stereo not given)	i	-0.1
COc1cc(/C=C/c2nnc3c4ccccc4ncn23)cc(OC)c1OC	i	-0.88
COc1ccc(C(=O)Nc2cccc(OC(=O)c3ccco3)c2)cc1	i	0.37
CN(C)S(=O)(=O)n1cc(/C=C(\NC(=O)c2ccccc2F)C(=O)N2CCOCC2)c2ccccc21	i	0.01
COc1ccccc1-n1c(SCC(=O)N2CCCCC2)nc(O)c(Cc2ccccc2)c1=O	i	1.05
NC(=O)c1cc(NC(=O)c2cc(Br)c(Br)s2)cc(C(N)=O)c1	i	-0.46
COc1cccc(-c2nc(CS(=O)(=O)CC(=O)Nc3ccccc3C)c(C)o2)c1	i	1.02
O=C(N/N=C/c1cccc([N+](=O)[O-])c1)c1cc[n+](CCO)cc1	i	0.97
O=C(Cc1ccccc1Cl)NCCCn1ccnc1	i	-0.33
Cc1cc(C)c2[nH]c(=O)c(CN(Cc3cccs3)C(=S)NCC3CCCO3)cc2c1 (stereo not given)	i	0.1
CN(C(=O)c1cccc(C#N)c1)c1nnc(-c2ccccn2)s1	i	0.57
CCOC(=S)SCC(=O)Nc1ncc(C)s1	i	0.04
CCCCNC(=O)CNC(=S)N(Cc1cc(OC)c(OC)c(OC)c1)C1CCCC1	i	-1.05
Cc1cccc2cc(CN(CC3CCCO3)C(=O)c3ccco3)c3nnnn3c12 (stereo not given)	i	-0.19
Nc1nonc1-n1nnc(C(=O)N/N=C/c2ccc(OCc3ccccc3)cc2)c1CNc1ccccc1	i	-0.44
CCOCCCNC(=S)Nc1ccc2nc(N3CCN(CC)CC3)cc(C)c2c1	i	-2.73
COc1ccccc1N1CCN(C2CCCN(S(=O)(=O)c3ccccc3)C2)CC1 (stereo not given)	i	0.67
Cn1c(CNc2nc(-c3ccccc3)cs2)nnc1SCC(=O)N1CCc2ccccc21	i	0.55
CN1CCN(C(=O)C2CCC(=O)N(CCc3cccc(F)c3)C2)CC1 (stereo not given)	i	-1.74
C=CCNC(=O)CSc1nc2cc(C(=O)OCC)ccc2n1CC	i	0.27
CCOc1c(Br)cc(C(=O)N2CCCN(C)CC2)cc1OC	i	0.02
O=C(NCc1ccncc1)c1cnccn1	i	-0.1
O=C1OC(c2ccc(Br)cc2)=N/C1=C\c1ccco1	i	-0.24
O=c1[nH]c(SCc2ccc(Cl)cc2)nc2c1CCC2	i	-0.04
COC1=CC(=O)CC(C)C12Oc1c(Cl)c(OC)cc(OC)c1C2=O (stereo not given)	i	1.11
CC(C)[C@H](NC(=O)C1CCN(S(=O)(=O)c2ccc(F)cc2)CC1)C(=O)N1CCCC1	i	0.03
CCOc1nc(C)ccc1-c1noc(-c2ccncc2)n1	i	2.48
CCOC(=O)C1CCCCN1C(=O)CCc1c(C)nc2cc(-c3ccccc3)nn2c1C (stereo not given)	i	-0.01
CC(=O)c1ccc(N2CCN(C(=O)Cc3cccs3)CC2)cc1	i	1
Cc1ccccc1NC(=O)c1nn(C)c(C(=O)Nc2ccccc2C)c1[N+](=O)[O-]	i	1.81
Oc1ccc(C[C@@H]2CNCCN2CCc2cc(C(F)(F)F)cc(C(F)(F)F)c2)cc1	i	-2.34
CC1CC(OCC(O)CN2CCOCC2)CC(C)(C)C1 (stereo not given)	i	1.17
CCc1cc(=O)oc2cc(OC(C)C(=O)O)c(Cl)cc12 (stereo not given)	i	-1.84
O=C(NC(=S)Nc1ccc2[nH]c(=O)[nH]c2c1)c1cncc(Br)c1	i	-1.98
CC(=O)Nc1ccc(S(=O)(=O)N2CCN(c3ncccn3)CC2)cc1	i	0.22
CCc1ccccc1NC(=O)CC(O)(C(=O)OC)C(F)(F)F (stereo not given)	i	-0.02
CC(C)Oc1cccc(C(=O)C2CCCN(C(=O)c3ccoc3)C2)c1 (stereo not given)	i	-0.91
Cc1ccc(CSCC(=O)N2CCN(c3ccccc3)CC2)cc1	i	-0.43
Cc1ccc2c(C)c(C(=O)N3CCN(c4ccncc4)CC3)oc2c1C	i	-0.57
O=c1c2ccccc2ncn1-c1ccccc1C(F)(F)F	i	-2.94
c1cn(CCCNc2ncnc3sc4c(c23)CCC4)cn1	i	0.12
